eLon inh – inhibitors of E. coli Lon protease. P0A9M0. purified E. coli Lon protease, fluorescence polarization. inhibition, % at 7.94 µM. 0.42% of 360,000 active. AID 602123; in the data active = inhibition above about 13%, passing the limit was not always enough;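 also: 0% = enzyme with probe and DMSO and 100% = no enzyme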
PABP1 MLLE inh – inhibitors of microRNA-mediated deadenylation, human PABP1 MLLE binding. P11940. inhibition, % at 20 µM. GST-MLLE / FITC-PAM2 fluorescence polarization. 0.36% of 360,000 active; in the data active = inhibition above about 35%, passing the limit was not always enough;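 also: plate controls were DMSO wells with GST-MLLE for no effect and wells lacking GST-MLLE protein for full effect; some results filed as inactive read as strong as hits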
Target sequence (P11940 whole entry, looked up): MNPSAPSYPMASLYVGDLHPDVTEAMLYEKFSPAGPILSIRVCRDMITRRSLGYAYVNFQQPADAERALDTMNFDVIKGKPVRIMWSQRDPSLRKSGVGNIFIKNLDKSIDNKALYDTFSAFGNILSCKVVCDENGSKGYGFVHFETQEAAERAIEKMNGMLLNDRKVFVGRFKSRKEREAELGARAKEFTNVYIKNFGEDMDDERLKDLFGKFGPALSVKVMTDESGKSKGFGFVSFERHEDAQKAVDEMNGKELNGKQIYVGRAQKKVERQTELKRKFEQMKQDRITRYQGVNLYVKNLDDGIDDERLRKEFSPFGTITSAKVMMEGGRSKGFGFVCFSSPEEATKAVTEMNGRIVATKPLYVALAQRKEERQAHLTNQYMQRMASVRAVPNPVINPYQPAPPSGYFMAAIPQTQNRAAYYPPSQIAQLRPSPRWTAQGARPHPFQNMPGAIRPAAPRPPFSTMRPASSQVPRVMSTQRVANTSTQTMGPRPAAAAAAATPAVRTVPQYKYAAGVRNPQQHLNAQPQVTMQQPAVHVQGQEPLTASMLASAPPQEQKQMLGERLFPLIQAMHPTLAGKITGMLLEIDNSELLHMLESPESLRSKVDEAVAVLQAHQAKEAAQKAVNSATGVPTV
CendR NRP1 mod – alters CendR peptide binding to human NRP-1 | O14786 | FAM-RPARPAR peptide binding to NRP-1, fluorescence polarization | inhibition, % at 25 µM | 0.85% of 360,000 active | AID 602438;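 active = inhibition or corrected inhibition above about 18%, plus a signal ratio from 0.5 to 1.5, limit read from the data, passing the limit was not always enough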; also: strong numbers were not always called active
MT1-MMP act inh – MT1-MMP (human) activation inhibition | 0.061% of 360,000 active | P50281 | GFP/RFP ratio change, % at 20 µM | HT1080 RFP-PRO-GFP cells, GFP/RFP ratio fluorescence, overnight; percent of plate control window, DMSO zero;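 active = GFP/RFP ratio change of at least 30% with cell ATP level not reduced by more than half and red fluorescence within 50% of control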; also: strong numbers were not always called active
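system = RFP-PRO-GFP reporter HT1080 cells | dosing = 20 µM single dose, 1% DMSO | timing = overnight cell settling, then overnight compound exposure, 37 °C, 5% CO2 | read-out basis = GFP/RFP fluorescence ratio | controls = DMSO and RFP-L50D-GFP cell wells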
MsrA act – bovine methionine sulfoxide reductase A activation | purified bovine MsrA, absorbance read-out | activation, % at 10.6 µM | 0.3% of 360,000 active; in the data active = activation above about 7.5%;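 also: 0% = vehicle and 100% = reference activator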
Tb MetRS inh – blocks T. brucei methionyl-tRNA synthetase activity; purified T. brucei MetRS, ATP depletion, Kinase-Glo luminescence; inhibition, % at 11.9 µM; 0.4% of 360,000 active; AID 624268;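 active = inhibition above a per-plate cutoff of the control wells' mean inhibition plus 3 SD, cut at about 5.5% in these data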;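 also: 0% = DMSO wells median and 100% = median of wells with control inhibitor compound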
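Test system – parasite MetRS enzyme · Reagent – substrates ATP, L-methionine and bulk Escherichia coli tRNA · Doses – 11.9 µM compound single dose, 0.9% DMSO · Times – 15 min enzyme-compound preincubation, 2 h reaction, 10 min detection, 25 °C · Signal – Kinase-Glo luminescence, ATP depletion format · Controls – DMSO-only wells as low control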
FAS TE block – blocks the thioesterase domain of human fatty acid synthase | recombinant FAS-TE, OMFH fluorogenic substrate, fluorescence endpoint | inhibition, % at 15 µM | 0.67% of 360,000 active;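 active = compounds whose normalised, plate-corrected inhibition of enzyme fluorescence in the single-dose primary screen is 50% or more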;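 also: 0% = DMSO with enzyme and 100% = substrate without enzyme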
SKN-1 inh – C. elegans SKN-1 inhibition; AID 624304; 0.49% of 360,000 active; inhibition, % at 21.8 µM; C. elegans VP596 Pgst-4::GFP/RFP ratio, acrylamide-induced, 24 h;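 active = interference check ratio from 0.5 to 1.5 plus GFP to RFP signal ratio inhibition reaching or exceeding a fixed threshold, cut at about 30% in these data, passing the limit was not always enough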; also: some compounds called inactive have numbers as strong as hits
MsrA inhibitor – bovine MsrA inhibition. inhibition, % at 15.5 µM. 0.75% of 360,000 active. purified bovine MsrA, absorbance read-out. AID 651718; in the data active = inhibition above about 4.5%;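 also: 0% = vehicle wells with enzyme and 100% = reference inhibitor wells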
* marks the source's active call; other numbers are inactive results; · = not tested or not shown.

SMILES | eLon inh | PABP1 MLLE inh | CendR NRP1 mod | MT1-MMP act inh | MsrA act | Tb MetRS inh | FAS TE block | SKN-1 inh | MsrA inhibitor
Cc1c(NC(=O)CN2C(=O)NC(C)(c3ccc4c(c3)OCCO4)C2=O)c(=O)n(-c2ccccc2)n1C (stereo unspecified) | -2 | -4 | 6 | -3 | -3 | 0.2 | -8 | 19 | -0.6
CC(C)CCNC(=O)CN(Cc1ccc(F)cc1)C(=O)CCC(=O)Nc1ccccn1 | -5 | -7 | 0 | 0 | -1 | -0.4 | 1 | 29 | -2.0
CC(=O)c1cccc(NC(=O)C2Cc3c(-c4ccccc4)ccnc3O2)c1 (stereo unspecified) | -2 | -5 | 1 | -8 | -2 | -0.2 | 3 | 6 | 0.6
O=C(COC(=O)c1ccc(Br)o1)Nc1ncc([N+](=O)[O-])s1 | 1 | 4 | -27 | -3 | -4 | -0.1 | 2 | -31 | 2.3
O=c1[nH][nH]c(=O)c2c(NS(=O)(=O)c3ccccc3)cccc12 | 10 | -2 | -6 | -2 | -3 | 0.5 | -1 | 13 | -1.2
COc1cccc(-c2nc(CS(=O)(=O)CC(=O)NC3CCC(C)CC3)c(C)o2)c1 (stereo unspecified) | -4 | -8 | 2 | 3 | 0 | -0.5 | 9 | 12 | 1.5
COc1ccc(-c2nnc(SCc3ccccn3)n2C)cc1 | 8 | -2 | 10 | -5 | -2 | -0.1 | -4 | 16 | -0.5
Cc1cc(C(=O)N2CCCC(Nc3ccccc3)C2)c2ccc(F)cc2n1 (stereo unspecified) | -8 | -3 | 14 | 1 | -4 | -0.5 | -5 | -6 | 0.0
CSC(=S)N/N=C/c1c[nH]c2ccccc12 | -5 | 2 | 7 | 0 | -3 | 0.0 | 14 | 0 | 3.0
CNC(=S)Nc1ccc(C)cc1 | 13 | -28 | -2 | -1 | -1 | -0.5 | -6 | -2 | -0.3
CC(=O)OC1(C(F)(F)F)Oc2ccccc2NC1=O (stereo unspecified) | 3 | -2 | 14 | -6 | 1 | 0.5 | -4 | -1 | -0.2
O=C(CSc1nnnn1-c1ccc(Cl)cc1)NNC(=O)c1ccc([N+](=O)[O-])cc1 | -1 | -27 | 3 | 7 | 2 | 0.4 | 4 | 18 | -0.9
O=C(NC(=S)NCc1cccnc1)c1ccccc1 | -9 | 21 | 0 | -3 | -1 | 0.3 | -8 | 7 | 0.1
NC(=O)CC(NC(=O)Cc1ccc(Br)cc1)c1ccc(NCCc2ccccc2F)c([N+](=O)[O-])c1 (stereo unspecified) | 4 | -17 | -40 | 7 | -2 | -0.2 | 26 | 0 | -1.0
COc1ccc(NS(=O)(=O)c2ccc(NC(=O)c3ccc(N(C)S(C)(=O)=O)cc3)cc2)cc1 | -1 | -4 | -9 | 2 | 0 | 0.4 | 4 | 4 | 0.3
Cn1cc(CCC(=O)N2CCCC(C(=O)c3ccc(C(C)(C)C)cc3)C2)cn1 (stereo unspecified) | -2 | 15 | 5 | 3 | -5 | -0.2 | -8 | 9 | -0.2
CC(=O)Nc1ccc(S(=O)(=O)NCC(=O)OC(C)c2ccccc2Cl)cc1 (stereo unspecified) | -9 | 4 | 4 | 0 | -2 | 0.0 | -3 | 6 | 1.6
C=CCn1cc(/C=N/NC(=O)COc2cccc3cccnc23)c2ccccc21 | 0 | -10 | -47 | 2 | -3 | 0.1 | 5 | 1 | -1.2
Cc1c(N(C)S(=O)(=O)c2ccc(Cl)c(C(=O)NCC(C)(C)N3CCOCC3)c2)c(=O)n(-c2ccccc2)n1C | -1 | 14 | -46 | -4 | -3 | -0.1 | -7 | 6 | 0.6
COc1ccc(NC(=O)N2CCCC2C(=O)Nc2ccccc2)cc1 (stereo unspecified) | -5 | 18 | 5 | 1 | 2 | 0.0 | -12 | 4 | 0.1

Profiles from above. Order of values: eLon inh | PABP1 MLLE inh | CendR NRP1 mod | MT1-MMP act inh | MsrA act | Tb MetRS inh | FAS TE block | SKN-1 inh | MsrA inhibitor
Results for O=C(NC(=S)NCc1cccnc1)c1ccccc1 : -9 | 21 | 0 | -3 | -1 | 0.3 | -8 | 7 | 0.1
Results for Cc1c(N(C)S(=O)(=O)c2ccc(Cl)c(C(=O)NCC(C)(C)N3CCOCC3)c2)c(=O)n(-c2ccccc2)n1C : -1 | 14 | -46 | -4 | -3 | -0.1 | -7 | 6 | 0.6
Results for O=C(CSc1nnnn1-c1ccc(Cl)cc1)NNC(=O)c1ccc([N+](=O)[O-])cc1 : -1 | -27 | 3 | 7 | 2 | 0.4 | 4 | 18 | -0.9
Results for CNC(=S)Nc1ccc(C)cc1 : 13 | -28 | -2 | -1 | -1 | -0.5 | -6 | -2 | -0.3

(continued)
SMILES | eLon inh | PABP1 MLLE inh | CendR NRP1 mod | MT1-MMP act inh | MsrA act | Tb MetRS inh | FAS TE block | SKN-1 inh | MsrA inhibitor
C#CCOC(=O)/C(=C/c1ccc(F)cc1)NC(C)=O | -5 | 10 | -6 | 1 | 0 | -1.1 | -12 | -1 | -0.8
CCN1CCN(c2ccc(S(=O)(=O)N3CCOCC3)cc2NC(=O)c2ccc(OCC(C)C)cc2)CC1 | -1 | 8 | 8 | -4 | -3 | -0.2 | 18 | 6 | -0.1
COc1ccc(NC(=O)C2CCCN2C(=O)NCc2ccccc2)c(OC)c1 (stereo unspecified) | -8 | 1 | 6 | 7 | 0 | -0.6 | -6 | -15 | -0.3
COc1ccc(C(=O)CC2SC(N)=NC2=O)cc1 (stereo unspecified) | 0 | 5 | -5 | 2 | 0 | 0.2 | -6 | -4 | -1.1
O=S(=O)(c1ccc(Cl)cc1)N1CCCC(C(F)(F)F)C1 (stereo unspecified) | -3 | 7 | 4 | -1 | -3 | -0.2 | 3 | 3 | 3.0
CCOc1ccc(NC(=O)CC2CC(C)(C)OC2=O)cc1 (stereo unspecified) | 2 | 3 | -2 | 8 | 2 | -0.7 | 0 | 6 | -1.6
CCCOc1ccc(N2C(=O)CC(N3CCC(c4nncn4CC)CC3)C2=O)cc1 (stereo unspecified) | 9 | 0 | 14 | 3 | -3 | -0.9 | 4 | -12 | -1.1
Cc1cccc(C(=O)NCC(=O)NC(C)c2ccc(-n3ccnc3)cc2)c1 (stereo unspecified) | -8 | -3 | -4 | 0 | -4 | -0.1 | -1 | -12 | -0.3
COc1ccc(-n2ncc3c(NCc4ccc5c(c4)OCO5)ncnc32)cc1 | -1 | 5 | -6 | 5 | -1 | -0.5 | 1 | -7 | 0.4
O=c1nc2c(-c3ccccc3F)n[nH]n2c2ccccc12 | -1 | 10 | 12 | 1 | 2 | -1.3 | -3 | -10 | 1.8
Cn1c(OCc2ccc3c(c2)OCO3)nc2c1c(=O)n(Cc1cccc(Cl)c1)c(=O)n2C | -2 | 3 | -1 | -2 | -3 | 0.4 | 12 | 11 | 1.0
CC(=O)C1=C(C)NC2(O)c3ccccc3C(=O)C12O (stereo unspecified) | -10 | 18 | 6 | -19 | -1 | 0.6 | -5 | -1 | 0.8
Cc1c(OCC(=O)C(C)(C)C)ccc2c3c(c(=O)oc12)CCCC3 | -8 | 13 | 1 | 8 | 0 | -0.5 | 23 | -9 | -0.7
COC(=O)/C(=C\C(=O)c1ccccc1)Nc1ccc(OC)cc1 | -8 | 4 | -3 | 1 | -3 | 0.9 | 21 | -3 | -1.1
Cc1cc(C)nc(NS(=O)(=O)c2ccc(NC(=S)NC(=O)C3CCCC3)cc2)n1 | -3 | 21 | -16 | 6 | 0 | -0.2 | -6 | 4 | 1.1
COC(=O)CCS(=O)(=O)c1ccc(NC(C)=O)cc1 | 2 | -5 | -9 | 7 | -4 | -0.3 | -6 | 3 | -1.0
N#Cc1nc(COc2ccccc2)oc1N1CCOCC1 | -8 | -5 | -6 | -6 | -2 | 0.3 | -1 | -1 | -1.8
CCCCCCSc1ccc(-c2nc3ccc(C)cn3c2NC2CCCCC2)cc1 | 2 | -16 | -30 | 4 | -2 | -0.2 | 23 | 14 | 0.7
CCc1[nH]nc(C(=O)N2CCCC(C(=O)c3cccc(C(F)(F)F)c3)C2)c1C (stereo unspecified) | -9 | 0 | 5 | 3 | 1 | -1.1 | -11 | 6 | 0.2
CC(O)c1cc2c(s1)c1cnn(Cc3ccccc3F)c(=O)c1n2C (stereo unspecified) | -7 | 4 | -5 | 5 | -9 | 0.0 | 0 | -2 | ·
Cc1cc(C)n2nc(C(=O)N/N=C/C=C/c3ccccc3)nc2n1 | -1 | 3 | 7 | 2 | -5 | 0.1 | 0 | -6 | 2.7
CCOC(=O)N1CCN(S(=O)(=O)N2CCCC(C(=O)NCc3ccc(OC)cc3OC)C2)CC1 (stereo unspecified) | -5 | 10 | 11 | 4 | -4 | 0.0 | -1 | 9 | 1.1
C=C[C@H]1C(O[C@@H]2O[C@H](CO)[C@@H](O)[C@H](O)[C@H]2O)OC=C2C(=O)N3CCc4cc(OC)c(O)cc4[C@H]3C[C@H]21 (stereo partly specified) | -4 | -9 | -14 | 1 | -12 | -2.5 | -10 | 7 | 0.3
COC1OC2COC(c3ccccc3)OC2C(O)C1NC(=O)c1ccccc1 (stereo unspecified) | 0 | -17 | 12 | 0 | 1 | -0.4 | -7 | 1 | -0.8
COc1ccc(CNC(=O)C(OC(=O)c2ccco2)c2ccc(F)cc2)cc1 (stereo unspecified) | -13 | 2 | 4 | 2 | -1 | 0.3 | 5 | 8 | -0.6
Cn1ncc(Br)c1NC(=O)c1cc(Cl)cc(Cl)c1 | 3 | -11 | 3 | 0 | -2 | -0.1 | 0 | 19 | ·
Cc1nc(=O)c(-c2ccccc2)c(C)n1-c1cccc(C(=O)O)c1 | 2 | 13 | -2 | 1 | -2 | 0.1 | -2 | 5 | -1.1
CN(Cc1cc2ccccc2[nH]c1=O)S(=O)(=O)c1ccccc1 | -9 | 0 | -11 | 2 | -2 | -0.7 | -4 | -21 | 1.2
Cc1nn(Cc2cccc(C(=O)NC(C)c3ccc(C(C)(C)C)cc3)c2)c(C)c1[N+](=O)[O-] (stereo unspecified) | 8 | -6 | -24 | -16 | -2 | 0.6 | 37 | -8 | 0.0
Cc1ccc(-n2nc3c(=O)n(CCCC(=O)NCCc4ccccc4C)nc(C)c3c2C)cc1 | 5 | -10 | 10 | 6 | 1 | -0.5 | 0 | -4 | 0.2
CCOc1ccc(NS(=O)(=O)c2c(C(=O)N3CCCCCC3)c(C)n(C)c2C)cc1 | -1 | -10 | 7 | 0 | -3 | -0.1 | -4 | 5 | -0.3
O=c1c(Cc2ccc(F)cc2)c(O)ccn1C1CCCCC1 | 6 | 2 | -8 | -1 | -4 | -0.2 | -3 | -8 | -0.2
COc1ccc(-c2cc(C(=O)N3CC(C)CC(C)C3)c3ccccc3n2)cc1 (stereo unspecified) | -4 | 0 | 6 | -3 | -3 | 0.2 | 21 | 11 | 0.5
Nn1c(SC/C=C/c2ccccc2)nnc1-c1cccnc1 | -6 | -64 | -13 | 0 | -6 | 0.1 | -9 | 2 | -0.1
CC(C)CNC(=O)c1ccc(COc2ccc(Cl)cc2Cl)o1 | 8 | 6 | 19 | 1 | 4 | 3.1 | 16 | 24 | -0.4
O=C(COC(=O)COc1ccccc1[N+](=O)[O-])Nc1ccc(S(=O)(=O)N2CCCCC2)cc1 | -12 | -7 | -14 | 3 | -2 | 0.4 | -2 | 16 | 1.5
Cc1ccc(OCCCC(=O)NNC(=O)c2ccccn2)cc1 | 3 | 1 | -6 | 1 | 0 | -0.3 | -4 | 5 | 0.6
